Bioassay records as filed in PubChem.
Yeast superoxide: caloric restriction mimetics inhibiting age-related superoxide in yeast; S. cerevisiae aged cells, superoxide DHE fluorescence; active compounds read low; superoxide response (% of plate mean), % at 10 µM; actives 0.18% (n = 330,000);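 active = superoxide response under a set limit, about three screen SD below normal, cut at about 65% in these data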;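 note: yeast aged for seven days with compound at 30 °C before DHE staining; 100% = average MFI of all compound-treated wells on the plate with controls excluded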
GRK2 aptamer HTS: blocks RNA aptamer binding to human GRK2; bead flow cytometry, FAM-aptamer displacement from GRK2; inhibition of aptamer binding, % at 10 µM; actives 0.59% (n = 330,000);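 active = inhibition of aptamer binding above 40%, roughly 3 SD of noise, on plates passing a quality check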;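 note: median bead fluorescence of bound FAM aptamer so fluorescent compounds give negative values; no value below 0 was filed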
AGP1 TOR yeast: modulators of TOR pathway AGP1-GFP in S. cerevisiae. S. cerevisiae AGP1-GFP multiplex flow cytometry, 3 h; GFP as percent of DMSO wells. GFP response vs DMSO, % at 10 µM. actives 0.02% (n = 320,000);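 active = GFP response relative to DMSO above a set limit, near screen average plus 3 SD, cut at about 150% in these data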;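 note: median GFP channel fluorescence of the gated AGP1 strain per well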
LAP4 TOR yeast: modulators of TOR pathway LAP4-GFP in S. cerevisiae. S. cerevisiae LAP4-GFP multiplex, flow cytometry GFP, 3 h; median GFP as percent of DMSO wells. GFP response vs DMSO, % at 10 µM. actives 0.34% (n = 320,000). AID 2023;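 active = GFP response vs DMSO above a set limit, about the screen mean plus 3 SD, cut at about 150% in these data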
CIT2-GFP yeast: modulators of TOR pathway CIT2-GFP in S. cerevisiae | actives 0.065% (n = 320,000) | S. cerevisiae CIT2-GFP strain, flow cytometry, 3 h; 100 means same as DMSO wells | AID 2029 | GFP response vs DMSO, % at 10 µM;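 active = GFP response relative to DMSO above a set limit, near the screen mean plus 3 SD, cut at about 150% in these data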;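 note: ratio of well median GFP fluorescence to mean of DMSO wells on the plate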
VLA-4 inh: inhibition in a human VLA-4 binding assay. inhibition, % (about 7 µM as worked out from the volumes in the protocol). AID 2557. actives 0.2% (n = 330,000). VLA-4 expressing cells, ligand binding flow cytometry. P13612; in the data active = inhibition above about 50%
Target sequence (P13612 whole entry, looked up): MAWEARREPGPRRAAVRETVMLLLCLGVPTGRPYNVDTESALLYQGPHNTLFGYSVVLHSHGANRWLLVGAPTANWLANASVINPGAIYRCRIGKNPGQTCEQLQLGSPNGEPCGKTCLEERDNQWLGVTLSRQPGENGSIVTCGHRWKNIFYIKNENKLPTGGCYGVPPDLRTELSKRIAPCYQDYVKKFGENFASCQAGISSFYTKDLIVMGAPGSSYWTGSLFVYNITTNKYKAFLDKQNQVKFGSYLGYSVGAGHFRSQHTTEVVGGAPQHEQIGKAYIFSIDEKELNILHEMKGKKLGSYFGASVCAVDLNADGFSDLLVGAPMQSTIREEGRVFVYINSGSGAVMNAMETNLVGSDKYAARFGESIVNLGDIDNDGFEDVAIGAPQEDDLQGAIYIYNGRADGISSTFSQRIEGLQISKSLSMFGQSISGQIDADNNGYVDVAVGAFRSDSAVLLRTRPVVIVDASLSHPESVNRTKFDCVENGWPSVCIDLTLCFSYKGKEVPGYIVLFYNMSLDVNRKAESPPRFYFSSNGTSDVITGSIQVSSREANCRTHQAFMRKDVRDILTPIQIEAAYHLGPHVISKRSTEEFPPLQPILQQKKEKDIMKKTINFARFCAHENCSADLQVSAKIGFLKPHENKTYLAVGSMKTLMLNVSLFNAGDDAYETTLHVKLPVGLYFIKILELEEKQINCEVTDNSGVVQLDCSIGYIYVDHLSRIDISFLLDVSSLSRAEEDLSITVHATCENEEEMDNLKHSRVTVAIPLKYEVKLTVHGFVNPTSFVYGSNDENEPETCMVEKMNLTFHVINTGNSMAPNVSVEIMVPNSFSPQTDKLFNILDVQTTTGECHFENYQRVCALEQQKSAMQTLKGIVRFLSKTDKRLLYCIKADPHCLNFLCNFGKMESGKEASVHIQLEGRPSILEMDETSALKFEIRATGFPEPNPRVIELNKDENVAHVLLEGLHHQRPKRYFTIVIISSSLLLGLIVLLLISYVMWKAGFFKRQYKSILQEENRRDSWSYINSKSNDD
RPL19A-GFP yeast: modulators of TOR pathway RPL19A-GFP in S. cerevisiae; S. cerevisiae RPL19A-GFP strain, flow cytometry, 3 h; active compounds read low; percent response vs DMSO, % at 10 µM; actives 0.3% (n = 330,000); AID 2025;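 active = percent response vs DMSO below 50%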;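 note: median channel GFP fluorescence of the barcoded RPL19A-GFP strain; ratio of sample median GFP to plate DMSO average so 100% = DMSO; lower means less RPL19A-GFP as with rapamycin TOR inhibition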
MEP2-GFP yeast: yeast TOR pathway MEP2-GFP modulation; S. cerevisiae MEP2-GFP strain, flow cytometry GFP, 3 h; 100% = DMSO control level; GFP response vs DMSO, % at 10 µM; actives 0.51% (n = 330,000);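 active = GFP response versus DMSO above a set limit, roughly screen mean plus 3 SD, cut at about 180% in these data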;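 note: median GFP fluorescence of the barcode-gated MEP2-GFP cells per well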
An asterisk follows results filed as active; x = not tested or not shown.

SMILES,Yeast superoxide,GRK2 aptamer HTS,AGP1 TOR yeast,LAP4 TOR yeast,CIT2-GFP yeast,VLA-4 inh,RPL19A-GFP yeast,MEP2-GFP yeast
c1ccc(Nc2c(-c3ccco3)nc3ccccn23)cc1,93.3,0.0,100.0,98.2,92.6,-5.7,101.9,104.3
O=C(CN(C(=O)CCC(=O)Nc1ccccn1)c1cccc(F)c1)NCc1ccc2c(c1)OCO2,106.4,0.0,87.4,91.5,99.3,8.7,94.5,98.4
O=C(NCc1ccccc1Cl)C1CCCN(C(=O)Nc2ccc(F)cc2)C1 (stereo not drawn),88.1,1.0,102.3,99.8,106.2,2.8,100.3,102.0
CCOC(=O)C(C(=O)Nc1ccccc1)C1CCCCC1 (stereo not drawn),102.4,0.0,84.6,91.7,77.4,-6.0,96.0,81.6
Clc1nc(-c2ccccc2)c2ccccc2n1,98.3,0.0,95.6,97.0,97.3,0.5,96.3,103.5
Cn1c(Sc2ccc(Br)cc2)c(C=O)c2ccccc21,110.2,0.0,97.1,109.0,93.1,-3.9,98.2,96.7
COC(=O)c1ccc(S(=O)(=O)N2CCN(C(c3ccccc3)c3ccccc3)CC2)n1C,80.6,1.0,100.5,108.2,97.1,-9.3,97.2,89.9
Cc1nn(-c2ccccc2)nc1C(=O)NNC(=O)c1ccc(C(F)(F)F)cc1,99.5,x,108.6,105.1,97.3,-5.5,96.6,103.0
CC1=C(C(=O)NCCCOC(C)C)C2(CCC(C)CC2)OC1=O (stereo not drawn),106.0,2.0,105.3,94.9,113.8,8.8,103.0,98.6
COc1ccc(Nc2nc(N3CCCC3)c3ccccc3n2)cc1,104.8,0.0,104.7,96.4,98.8,12.3,98.7,99.9
O=C(Nc1cccc(-c2cn3ccccc3n2)c1)C1CC1,97.9,1.0,95.3,81.1,105.8,18.8,98.2,100.0
COc1ccc(CCNc2ccc(C(=O)O)cc2[N+](=O)[O-])cc1OC,91.8,3.0,94.9,124.0,91.7,7.6,95.6,97.7
Cc1cc(=O)oc2cc(OC(C)C(=O)NCc3ccccn3)ccc12 (stereo not drawn),86.8,0.0,109.8,103.6,109.2,-0.7,105.0,102.5
COC(=O)c1ccc2[nH]c(CO)c(-c3ccccc3)c2c1,113.5,0.0,110.2,101.2,98.2,2.2,98.8,106.1
O=S(=O)(c1ccc2ccccc2c1)N1CCN(CCO)CC1,97.8,0.0,99.6,98.4,98.0,11.4,101.8,98.0
Cc1ccc(-n2c(SCC(=O)N3CC(=O)Nc4ccccc43)nc3ccccc3c2=O)cc1C,89.0,0.0,99.0,101.5,95.2,-2.9,98.1,97.0
Cc1cc(OCC(=O)Nc2ccccc2N2CCCCC2)ccc1C(C)C,105.0,0.0,98.1,103.0,96.6,1.2,97.5,90.8
O=C(NCCC1=CCCCC1)C1CCCN(S(=O)(=O)c2ccccc2)C1 (stereo not drawn),91.7,0.0,107.0,108.8,106.3,17.2,103.5,103.8
Cc1ccccc1NC(=O)CSCCO,115.5,0.0,96.6,88.2,97.6,-2.0,99.0,102.3
COC(=O)c1cccc(NC(=O)C23CC4CC(C2)CC(n2cncn2)(C4)C3)c1,103.5,1.0,104.2,104.3,103.5,22.1,100.1,100.8
O=C(Cc1ccccc1)NC1CCN(S(=O)(=O)c2cccc(F)c2)CC1,96.5,0.0,104.2,101.9,102.2,-10.9,102.9,102.9
CN(C1CCCCC1)S(=O)(=O)c1ccccc1,106.0,1.0,98.9,112.8,88.8,5.3,100.1,103.2
Nc1ccc2oc3ccc(N)cc3c(=O)c2c1,108.6,0.0,98.9,97.6,99.1,27.8,96.4,102.8
Cc1cc(-c2n[nH]c(=S)n2-c2ccccc2)nn1C,102.7,0.0,100.8,100.5,104.2,6.0,105.5,107.8
CCOC(=O)NC(Nc1ccc(S(N)(=O)=O)cc1)(C(=O)OCC)C(F)(F)F (stereo not drawn),98.3,0.0,78.1,81.1,76.3,18.2,96.1,85.9
CCCOc1ccc(CCC(=O)N/N=C/c2ccc([N+](=O)[O-])o2)cc1,113.6,0.0,72.2,116.8,84.7,-3.6,92.2,94.0
O=C(CSc1ccccn1)N1CCN(c2ccc(Cl)cc2)CC1,98.7,0.0,103.3,99.9,107.1,5.2,101.0,100.2
COc1ccc(C(=O)NNC(=S)NC(=O)C(C)(C)C)cc1,153.3,1.0,97.8,138.3,84.9,-13.8,98.4,107.8
Nc1ncnc2c1cnn2C1CCCCC1,95.9,0.0,107.0,x,98.4,6.2,95.5,99.6
COc1cc(COc2ccc3c(C)c(CC(=O)O)c(=O)oc3c2C)cc(OC)c1OC,125.0,2.0,98.5,98.2,102.9,25.2,102.6,106.2

A draw from above in order of number of heavy atoms, falling.
SMILES,Yeast superoxide,GRK2 aptamer HTS,AGP1 TOR yeast,LAP4 TOR yeast,CIT2-GFP yeast,VLA-4 inh,RPL19A-GFP yeast,MEP2-GFP yeast
COC(=O)c1ccc(S(=O)(=O)N2CCN(C(c3ccccc3)c3ccccc3)CC2)n1C,80.6,1.0,100.5,108.2,97.1,-9.3,97.2,89.9
O=S(=O)(c1ccc2ccccc2c1)N1CCN(CCO)CC1,97.8,0.0,99.6,98.4,98.0,11.4,101.8,98.0
CCOC(=O)C(C(=O)Nc1ccccc1)C1CCCCC1 (stereo not drawn),102.4,0.0,84.6,91.7,77.4,-6.0,96.0,81.6

(continued)
SMILES,Yeast superoxide,GRK2 aptamer HTS,AGP1 TOR yeast,LAP4 TOR yeast,CIT2-GFP yeast,VLA-4 inh,RPL19A-GFP yeast,MEP2-GFP yeast
CCCC(=O)C1=C(O)C(C(=O)OC)C(C)(C)CC1=Nc1ccc(C)cc1 (stereo not drawn),102.7,0.0,104.6,106.0,97.5,24.2,98.7,101.0
Cc1ccc(O)c(NC(=O)COc2cc(C)ccc2C)c1,104.3,0.0,105.4,101.1,104.9,24.7,100.9,97.6
COCCN1CCN(c2c3c(nc4cc(-c5cccc(F)c5)nn24)CCC3)CC1,96.7,0.0,99.5,101.6,101.5,24.0,105.1,101.6
Cc1c(/C(O)=C2/C(=O)C(=O)N(CCN3CCOCC3)C2c2cccs2)cnn1-c1ccccc1 (stereo not drawn),105.2,1.0,93.8,93.3,94.3,2.5,94.4,98.3
N#Cc1ccc(Oc2nc(C#N)cc(-c3ccccc3)n2)cc1,103.6,0.0,102.5,118.2,93.3,-13.4,102.8,99.4
COc1ccc(C(=O)NC(=S)Nc2ccc(S(=O)(=O)Nc3cc(C)on3)cc2)cc1OC,109.5,1.0,101.8,102.0,96.1,-4.5,97.3,98.2
COC(=O)C1CCN(C(=O)CN2C(=O)c3ccccc3S2(=O)=O)CC1,90.5,1.0,109.7,108.3,103.3,-1.3,100.3,95.4
Cc1ccc(C(=O)NNC(=O)CCC(=O)NCc2ccccc2)cc1Br,78.7,0.0,94.2,65.9,94.7,8.8,106.4,99.0
CC(Sc1nnc(NC2CCCCC2)s1)C(=O)N1CCOCC1 (stereo not drawn),110.2,2.0,101.1,94.1,99.1,3.6,94.5,82.9
NCCCC[C@@H](C(=O)N1CCNCC1)n1cc([C@@H](N)CC(N)=O)nn1,93.5,0.0,90.6,107.4,100.3,32.4,96.1,88.8
O=C(CSc1nccc(=O)[nH]1)Nc1cccc2ccccc12,99.2,2.0,103.3,105.9,114.4,1.9,105.7,107.2
Cc1c(Cl)cccc1NC(=O)CNC(=O)c1ccc2c(c1)OCCO2,95.6,0.0,95.5,90.8,96.4,7.2,95.9,91.9
COC(=O)c1sc(NC(=O)COc2c(C)cccc2C)nc1C,100.5,1.0,101.3,115.9,87.1,3.6,93.6,112.9
CCc1nc(SCC(=O)N2CCCCC2)c2c(=O)n(C)c(=O)n(C)c2n1,116.0,3.0,103.5,106.1,98.3,11.6,96.8,98.8
CC1(C(=O)Nc2ccc3c(c2)OCO3)CC1(Cl)Cl (stereo not drawn),92.6,3.0,100.3,106.6,98.2,1.7,108.8,106.3
CCN1CCN(C(=O)NC2CC(=O)N(c3ccc(OC)cc3)C2)CC1 (stereo not drawn),95.7,0.0,104.8,104.6,104.9,16.1,100.0,110.8
COc1ccc(CCN=C(N)NS(=O)(=O)c2cc(F)ccc2OC)cc1,115.7,0.0,103.0,105.2,110.2,-12.8,98.9,104.7
CN1CCC(N(C)C(=O)c2cc(S(=O)(=O)N(C)c3ccccc3)ccc2Cl)CC1,100.6,37.0,108.3,109.8,100.8,2.6,102.8,102.6
Cc1ccc(S(=O)(=O)NNC(=O)c2ccoc2C)cc1,103.6,0.0,108.1,107.0,105.2,-18.3,97.9,96.9
CCCC(C)NNC(=O)c1cc2ccccc2[nH]1 (stereo not drawn),94.3,1.0,x,97.0,92.8,23.4,93.2,95.4
CCOc1ccc(-n2c(N)c(C(=O)NCc3ccco3)sc2=S)cc1,91.2,0.0,100.0,97.9,100.1,-0.3,93.2,115.9
COc1ccccc1NC(=S)N1CCCC1,96.6,0.0,111.2,125.5,100.5,1.3,94.5,111.3
O=C1c2ccccc2NC(c2ccccc2)N1/N=C/c1ccccc1 (stereo not drawn),101.7,0.0,99.0,104.5,89.9,8.0,97.8,98.6
Cc1ccc(O)c(C(=O)c2cc(C(=O)NCCc3ccccc3)c(=O)n(CCc3ccccc3)c2)c1,101.9,1.0,106.7,104.6,101.2,-14.8,104.1,108.7
CC(C)CN(CC(C)C)S(=O)(=O)N1CCC(C(=O)NCCc2ccc(Cl)cc2)CC1,109.7,0.0,104.0,104.1,103.5,-9.9,100.5,105.3
Nc1nc2ccc([N+](=O)[O-])c(N)c2s1,101.2,0.0,x,101.5,94.1,2.7,99.3,100.2
Cc1cccc(N(CC(=O)Nc2cccnc2)S(C)(=O)=O)c1,94.3,0.0,111.7,92.0,89.2,-4.1,108.0,102.1
O=C(O)CCCCCNS(=O)(=O)c1cccc2nsnc12,108.2,0.0,98.6,97.0,93.3,19.0,97.5,97.3
